PV pol inh = inhibitors of poliovirus RNA polymerase binding and polymerization. P03300. poliovirus polymerase elongation, fluorescence polarization; stronger effect = lower value. % elongation, % (compound at 16.7 µg/mL). hit rate 0.66% among 150,000. AID 588519; in the data active = % elongation below about 90%; also: some results filed as inactive read as strong as hits
Target sequence (P03300 1749-2209 limits assumed): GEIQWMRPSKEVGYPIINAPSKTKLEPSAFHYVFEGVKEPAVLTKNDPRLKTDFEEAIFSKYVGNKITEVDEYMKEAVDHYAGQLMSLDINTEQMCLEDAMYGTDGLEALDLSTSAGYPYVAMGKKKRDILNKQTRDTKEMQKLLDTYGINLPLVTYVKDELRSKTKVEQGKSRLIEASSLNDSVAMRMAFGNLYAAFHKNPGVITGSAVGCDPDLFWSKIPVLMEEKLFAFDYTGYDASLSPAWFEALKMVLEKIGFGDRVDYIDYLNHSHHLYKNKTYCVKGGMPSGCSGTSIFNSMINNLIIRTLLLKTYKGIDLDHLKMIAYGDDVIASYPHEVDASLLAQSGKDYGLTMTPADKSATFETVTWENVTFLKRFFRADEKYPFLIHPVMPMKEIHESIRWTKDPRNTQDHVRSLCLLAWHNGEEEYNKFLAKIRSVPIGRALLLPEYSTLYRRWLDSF
PV pol inh FP z-score = second read-out of PV pol inh, no call of its own (marks repeat the call); z-score; measured here: FP z-score; hits read low
An asterisk follows results filed as active; & = joins results of further samples.

SMILES | PV pol inh | PV pol inh FP z-score
CCOC(=O)c1sc(Sc2ccc(C(F)(F)F)cn2)c2c1CC(C)(C)CC2=O | 104 | -0.1
CSc1ccccc1C(=O)NCCCN1CCOCC1 | 101 | -0.4
Cn1c(=O)c2c(SCC(=O)NCC3CCCO3)nc(-c3ccccc3)nc2n(C)c1=O (configuration not stated) | 101 | 0
Cc1ccc(C(=O)OCC(=O)NC2CCCCC2C)cc1 (configuration not stated) | 102 | 0
O=c1c2ccc(-c3nnc(SCCCOc4ccccc4)o3)cc2nc2n1CCCCC2 | 104 | 0.1
CCOC(=O)N1CCC(=NNc2ncc(C(F)(F)F)cc2Cl)CC1 | 104 | 0.3
Cc1cc(Nc2cccc(Cl)c2)nc2ccc(NC(=O)c3cncc(Br)c3)cc12 | 101 | -0.9
CSc1ccc(Cl)c(C(=O)OCC(N)=O)c1 | 101 | -0.1
CCOc1ccc(N(CC)S(=O)(=O)N2CCCC(C(=O)NCc3ccccc3Cl)C2)cc1 (configuration not stated) | 101 | -1.1
Cn1c(=O)c(C(=O)O)nn(-c2ccccc2)c1=O | 107 | 0.4
OCCCn1c(-c2ccccc2)csc1=Nc1ccccc1 | 103 | -0.1
CCCCN(CCCC)CCCNC(=O)c1ccc2nc(N3CCCCC3)sc2c1 | 114 | 0.9
CC(C)CC(=O)NC(=S)Nc1cccc2nsnc12 | 100 | -0.3
COc1cc2c(cc1OC)C(COc1cc(C)cc(C)c1)N(C(=O)C(C)(C)C)CC2 (configuration not stated) | 110 | 0.5
COc1ccc(N2CCN(C(CNC(=O)c3c(F)cccc3F)c3ccc4c(c3)OCO4)CC2)cc1 (configuration not stated) | 106 | -0.3
CCc1nc2ccc(C(=O)N3CCN(c4ccccc4)CC3)cc2nc1CC | 109 | 0.5
COc1ccc(OC)c2c(N3CCOCC3)cc(C(F)(F)F)nc12 | 102 | 0
CCc1ccc(NC(=O)CSc2nc3ccccc3c(=O)n2CCc2ccccc2)cc1 | 103 | 0.3
Cc1ccc(Nc2cc(-n3nc(C)cc3C)nc(-c3ccccc3)n2)cc1 | 110 | 0.6
Cc1ccc(NC(=O)NN2CCOCC2)cc1 | 103 | 0.1
CC(=O)Nc1nonc1NC1=CCCCC1 | 112 | 0.9
CCc1ccccc1NC(=O)CSc1nncn2c1cc1sccc12 | 103 | 0.6
CN(C(=O)c1ccccc1)c1ccc(OCC(=O)O)cc1 | 102 | 0.1
CCCCCn1c(=O)[nH]c2cc(C(=O)Nc3cc(C)cc(C)c3)ccc2c1=O | 104 | -0.2

Not a retest: 19 of the compounds above.
SMILES | PV pol inh | PV pol inh FP z-score
Cn1c(=O)c2c(SCC(=O)NCC3CCCO3)nc(-c3ccccc3)nc2n(C)c1=O (configuration not stated) | 101 | 0
Cc1ccc(C(=O)OCC(=O)NC2CCCCC2C)cc1 (configuration not stated) | 102 | 0
O=c1c2ccc(-c3nnc(SCCCOc4ccccc4)o3)cc2nc2n1CCCCC2 | 104 | 0.1
CCOC(=O)N1CCC(=NNc2ncc(C(F)(F)F)cc2Cl)CC1 | 104 | 0.3
Cc1cc(Nc2cccc(Cl)c2)nc2ccc(NC(=O)c3cncc(Br)c3)cc12 | 101 | -0.9
CSc1ccc(Cl)c(C(=O)OCC(N)=O)c1 | 101 | -0.1
CCOc1ccc(N(CC)S(=O)(=O)N2CCCC(C(=O)NCc3ccccc3Cl)C2)cc1 (configuration not stated) | 101 | -1.1
Cn1c(=O)c(C(=O)O)nn(-c2ccccc2)c1=O | 107 | 0.4
OCCCn1c(-c2ccccc2)csc1=Nc1ccccc1 | 103 | -0.1
CCCCN(CCCC)CCCNC(=O)c1ccc2nc(N3CCCCC3)sc2c1 | 114 | 0.9
CC(C)CC(=O)NC(=S)Nc1cccc2nsnc12 | 100 | -0.3
COc1cc2c(cc1OC)C(COc1cc(C)cc(C)c1)N(C(=O)C(C)(C)C)CC2 (configuration not stated) | 110 | 0.5
COc1ccc(N2CCN(C(CNC(=O)c3c(F)cccc3F)c3ccc4c(c3)OCO4)CC2)cc1 (configuration not stated) | 106 | -0.3
CCc1nc2ccc(C(=O)N3CCN(c4ccccc4)CC3)cc2nc1CC | 109 | 0.5
COc1ccc(OC)c2c(N3CCOCC3)cc(C(F)(F)F)nc12 | 102 | 0
CCc1ccc(NC(=O)CSc2nc3ccccc3c(=O)n2CCc2ccccc2)cc1 | 103 | 0.3
Cc1ccc(Nc2cc(-n3nc(C)cc3C)nc(-c3ccccc3)n2)cc1 | 110 | 0.6
Cc1ccc(NC(=O)NN2CCOCC2)cc1 | 103 | 0.1
CC(=O)Nc1nonc1NC1=CCCCC1 | 112 | 0.9

(more compounds)
SMILES | PV pol inh | PV pol inh FP z-score
CCN1C(=O)C2NN=C(C(=O)c3nc(Cl)ccc3Cl)C2C1=O (configuration not stated) | 108 | 0.4
CCOc1ccc(-c2cc3c(=O)n(CC(=O)NCc4ccc(Cl)cc4)ccn3n2)cc1 | 105 | -0.1
CC(C(=O)NC1CCCC1)n1sc2ccccc2c1=O (configuration not stated) | 102 | -0.4
Cc1cccn2c(=O)c(/C=C(\C#N)C(=O)N3CCCCC3)c(N3CCOCC3)nc12 | 100 | -0.3
CCN(CC)CCC(=O)c1ccc(F)cc1 | 104 | -0.2
Cc1ccc(NC(=O)CCSc2nc(-c3ccc4c(c3)OCO4)cc(C(F)(F)F)n2)c(C)c1 | 107 | 0.7
Cc1cccc(C)c1NC(=O)CCCN1C(=O)NC2(CCCC2)C1=O | 108 | 0.4
N#Cc1ccc(OC(=O)c2cccc(-n3cccc3)c2)cc1 | 103 | 0.3
O=C1CC(NCCc2c[nH]c3ccccc23)C(=O)N1Cc1ccccc1 (configuration not stated) | 103 | 0.6
CC(C)N(CC(N)=O)C(=O)c1ccc(F)c(S(=O)(=O)N2CCCCC2)c1 | 100 | -0.3
CC1CCCC(C)N1C(=O)Cn1c(SCC(=O)NCc2ccco2)nc2ccccc21 (configuration not stated) | 106 | 1.1
CCOC(=O)C1=C(C)NC(C)=C(C(=O)OCC)C1C(=O)OCc1nnc(-c2ccccc2)o1 | 102 | -0.1
O=C(CSc1ccccc1)Nc1c[nH]c(=O)[nH]c1=O | 99 | -0.3
Cc1ccc2c(CN3CCN(c4ccc(Cl)cc4)CC3)cc(=O)oc2c1 | 106 | -0.5
O=C(NCCN1C(=O)C2C3C=CC(C3)C2C1=O)OC1CCCCC1 (configuration not stated) | 102 | -0.1
c1ccc(N2CCN(c3ncnc4scc(-c5cccs5)c34)CC2)cc1 | 105 | 1.8
O=C(NCCCN1CCOCC1)c1cc2c(s1)CCCC2 | 100 | -0.9
COc1cccc(Nc2nc3ccc(C)cc3nc2-n2nc(C)cc2C)c1 | 111 | 1.5
NCC(O)COCc1ccccc1 (configuration not stated) | 101 | -0.1
CCn1c(-c2ccc(OC)cc2)csc1=Nc1ccc(C(=O)O)cc1 | 104 | 0.2
COc1cc(OC)cc(C(=O)OCC(=O)NC2CC2)c1 | 104 | 0.4
CCC(Nc1n[nH]c(=O)[nH]c1=O)C(=O)OC (configuration not stated) | 102 | 0.1
COc1cccc(CC(=O)Nc2ccc(-c3nc4ccccc4s3)cc2)c1 | 99 | -1.8
COC(=O)c1cc(NC2c3ncccc3C(=O)N2c2ccc(OC)cc2)cc(C(=O)OC)c1 (configuration not stated) | 106 | 1.7
CCSc1ncc(Cl)c(C(=O)Nc2nnc(CC)s2)n1 | 108 | -0.5
O/N=C(\c1ccccc1)C12CC3CC(CC(C3)C1)C2 | 102 | 0.2
CCOC(=O)c1cc(-c2ccccc2)n(-c2cccc(C(=O)N(C)c3ccc(C)cc3)c2)c1C | 104 | 0
N#CCOC(=O)c1cc(-c2ccccc2)nc2ccccc12 | 99 | -0.6
CCOC(=O)c1c(NC(=O)c2ccc(OC)cc2)sc2c1CCCCC2 | 104 | -0.2
Cc1ccc(NC(=O)CSc2nc3ccc(NC(=O)c4ccco4)cc3s2)cc1 | 112 | 1.1
CCOC(=O)c1c(-c2ccccc2)oc2ccc(OCc3cccc(Br)c3)cc12 | 110 | 0.6
COc1ccc(S(=O)(=O)NCc2ccc(C(=O)NCc3ccccc3)cc2)cc1 | 112 | 1
O=C(OCc1cc(=O)n2cc(Br)ccc2n1)c1cc(-c2ccco2)nc2ccccc12 | 100 | -0.4
S=C1NC2=C(CCCC2)C2(CCCCC2)N1 | 101 | -0.3
CC1Cc2ccccc2N1C(=O)C1CCCN1S(=O)(=O)c1cccc2nsnc12 (configuration not stated) | 102 | 0.2
CC(C)(C)c1cc(N/C=C/C(=O)c2ccc(Cl)cc2)no1 | 102 | -0.3
CCOC(=O)N1CCc2c(sc(NCc3sccc3C)c2C(=O)Nc2cc(OC)ccc2OC)C1 | 101 | -0.4
COc1ccc(NC(=O)Cn2c(=O)n(-c3cccc(C(F)(F)F)c3)c(=O)c3sccc32)cc1 | 107 | 0.3
Cn1c(SCCC#N)nnc1-c1cccc(Cl)c1 | 101 | 0.1
O=C(CN(c1ccc2c(c1)OCCO2)S(=O)(=O)c1ccccc1)Nc1ccc(S(=O)(=O)N2CCOCC2)cc1 | 103 | 1.1
CCn1cc(C2=NC(C(C)C)CO2)c2ccccc21 (configuration not stated) | 98 | -1.3
Cc1ccccc1CNC(=O)c1sc2ncnc(N(C)C3CCCCC3)c2c1C | 105 | -0.5
Cc1cc(C)cc(NC(=O)C(Cc2ccccc2)NS(=O)(=O)c2ccc3c(c2)c(=O)n(C)c(=O)n3C)c1 (configuration not stated) | 106 | 0.3
O=C(CSc1ccc(Cl)cc1)NC(=O)NC1CCCC1 | 103 | 0.1
Fc1ccc(N2CCN(CC3CCCCC3)CC2)cc1 | 100 | -0.4
CCC1CC(c2nc3ccccc3s2)=C(N)O1 (configuration not stated) | 118 | 1.4
Cc1ccc(S(=O)(=O)N2CCc3ccccc3C2CC(=O)OCC(N)=O)cc1 (configuration not stated) | 99 | -0.4
COC(=O)CC1C(=O)NCCN1c1ncnc2sccc12 (configuration not stated) | 113 | 1.3
COc1ccc(C)cc1NC(=O)c1cc(S(=O)(=O)N2CCC(C)CC2)ccc1F | 107 | -0.2
CC1CCN(S(=O)(=O)c2cc3c4c(c2)C(C)C(=O)N4CCC3)CC1 (configuration not stated) | 111 | 0.8
NC(=O)c1ccc(N=Cc2c(O)n(Cc3ccco3)c(=O)[nH]c2=O)cc1 | 97 | -1.5
O=C(/C=C/c1ccco1)OC(C(=O)c1ccccc1)C(=O)c1ccccc1 | 103 | 0.2
CC(C)(C)C1CCc2nc(N)sc2C1 (configuration not stated) | 99 | -0.8
Cc1ccc(Sc2c(C)nn(C(=O)COc3ccc(F)cc3)c2C)cc1 | 101 | -1.2
Nc1ccc(S(=O)(=O)Nc2ccc(Cl)nn2)cc1 | 104&100 | 0.5&0.1
CCOc1ccc(S(=O)(=O)c2cn(Cc3ccccc3C)c3ccc(OC)cc3c2=O)cc1 | 102 | -0.8
CC(C)C(=O)N1N=C(c2ccc(NS(C)(=O)=O)cc2)CC1c1ccccc1 (configuration not stated) | 106 | 1.7
CC(=O)n1c(C)c(-c2ccccc2)c2cc(Cl)ccc21 | 102 | 0.2
CC(=O)NCc1nnc2c3ccccc3c(-c3ccccc3)nn12 | 104 | 0.9
Cc1cc(-c2ccc(C)c(S(=O)(=O)Nc3ccccc3C(F)(F)F)c2)on1 | 102 | -1

(more compounds)
SMILES | PV pol inh | PV pol inh FP z-score
Cc1ccc(-c2cc(-c3ccccc3)nc(NN)n2)cc1 | 102 | 0.7
CN1CCN(P2(=O)CC=CC2)CC1 | 101 | 0.1
CCOC(=O)c1c(C)oc2nc(C)nc(N(C)c3cc(Cl)c(OC)cc3OC)c12 | 106 | 0.7
COc1ccccc1-c1noc(-c2ccc(NCCc3ccccc3)c([N+](=O)[O-])c2)n1 | 110 | 0.5
Cn1c(=O)c(C#N)cc2c(=O)n3ccccc3nc21 | 106 | 1.7
COC(=O)c1sc2ncn(N)c(=O)c2c1C | 103 | 0.1
COc1cc(CNC(=O)c2ccc3c(c2)N(C)C(=O)C2CCCCN32)cc(OC)c1OC (configuration not stated) | 104 | -0.6
O=C(Cn1sc2ccccc2c1=O)NCc1ccccc1 | 103 | 0.1
O=C(SCC(=O)N1CCOCC1)c1ccccc1 | 98 | -1.6
COc1cccc2sc(N(Cc3cccnc3)C(=O)C3COc4ccccc4O3)nc12 (configuration not stated) | 103 | -0.8
CC(=O)c1cccc(NC(=O)CC(c2ccc(C)cc2)N2Cc3ccccc3C2=O)c1 (configuration not stated) | 105 | -0.3
COc1ccccc1NC(=S)N(C1CCCCC1)C(C)c1ccco1 (configuration not stated) | 104 | 1.3
Cc1c(Cl)cccc1NC(=O)CCn1c(=O)c2cccn2c2ccccc21 | 110 | 0.5
Cc1ccc(OCc2nc(C#N)c(N(C)C)o2)cc1 | 103 | 0.7
O=C(CCCc1nc(-c2ccccc2Cl)no1)Nc1ccccc1C(F)(F)F | 101 | 0
Cc1noc2ncnc(NCCc3ccccc3)c12 | 104 | -0.5
C[C@@H](C(=O)Nc1ccc(S(=O)(=O)N2CCCC2)cc1)N1C(=O)C2CC=CCC2C1=O (some centres not stated) | 102 | 0.1
Cc1c2cnn(CC(=O)NCc3ccc(F)cc3)c(=O)c2c(C)n1Cc1ccccc1Cl | 110 | 0.8
COC(=O)c1ccccc1NC(=O)Cn1nc(C)c2nn(-c3ccc(Cl)cc3)c(C)c2c1=O | 111 | 0.5
CCC(CO)NCc1ccc2c(c1)c1ccccc1n2CC (configuration not stated) | 101 | -0.4
COCCNC(=O)C12CC3CCC(CC(C3)C1)C2 | 102 | 0.1
CCN(c1ccccc1)S(=O)(=O)c1ccc2[nH]cc(C(=O)NCCC3=CCCCC3)c(=O)c2c1 | 102 | 0.1
Cc1cccc(S(=O)(=O)N2CCSC2c2ccccc2)c1 (configuration not stated) | 102 | 0
CCOc1ccccc1NC(=O)Cn1c(=O)n(Cc2cccs2)c(=O)c2cccnc21 | 102 | -0.7
CN(C)c1ccc(C(=O)OCC(=O)c2ccccc2Cl)cc1 | 100 | -0.1
Cc1ccc(NC(=O)Cn2nc(-c3ccncc3)ccc2=O)cc1Cl | 104 | -0.8
Cc1cc(-c2ccccc2)n2ncc(-c3ccccc3)c2n1 | 97 | -0.9
COc1ccc(S(=O)(=O)N2CCN(C)CC2)c(Cl)c1Cl | 101 | -0.1
Oc1ccc(Cl)cc1Nc1nc2ccccc2n2cnnc12 | 108 | 1.2

The list is partial. The share of hits here may be higher or lower than overall.
